LRH-1 inv ag: LRH-1 (NR5A2) inverse agonists, primary screen, cell-based, luminescence, HEK293T, StAR-luciferase reporter | Nuclear receptor subfamily 5 group A member 2 (Homo sapiens), O00482 | LRH-1 transfected, 24 h | inhibition, % at 3.6 µM | 0.13% of 360,000 active;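 active = inhibition above the mean inhibition of all tested compounds plus 3 SD, cut at about 73% in these data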;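 also: 0% = DMSO wells and 100% = reporter-only cells lacking LRH-1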
Target sequence (O00482 whole entry, looked up): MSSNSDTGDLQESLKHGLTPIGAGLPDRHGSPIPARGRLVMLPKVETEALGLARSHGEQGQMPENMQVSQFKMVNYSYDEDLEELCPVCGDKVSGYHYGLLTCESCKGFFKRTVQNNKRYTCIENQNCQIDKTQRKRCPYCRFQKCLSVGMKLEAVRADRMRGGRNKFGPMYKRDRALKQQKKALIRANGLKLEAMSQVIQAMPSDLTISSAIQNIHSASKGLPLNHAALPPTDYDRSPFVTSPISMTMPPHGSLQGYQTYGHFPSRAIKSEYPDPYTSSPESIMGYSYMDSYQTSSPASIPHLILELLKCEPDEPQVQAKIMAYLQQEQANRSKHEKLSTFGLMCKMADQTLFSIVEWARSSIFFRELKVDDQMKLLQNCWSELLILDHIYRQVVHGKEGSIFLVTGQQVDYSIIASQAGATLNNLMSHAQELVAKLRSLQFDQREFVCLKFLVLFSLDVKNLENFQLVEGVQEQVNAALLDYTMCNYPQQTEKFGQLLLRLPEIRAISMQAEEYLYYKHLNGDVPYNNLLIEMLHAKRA
Vif inh: HIV Vif self-association inhibitors, primary screen, imaging, HEK293T, single point | HEK293T cells, Vif self-association by quenched fluorescence, 24 h | inhibition, % at 7.49 µM | 0.35% of 340,000 active; in the data active = inhibition above about 50%, passing the limit was not always enough; also: some results filed as inactive read as strong as hits
TROY signal inh: inhibitors of TROY-driven NF-kB signaling, primary screen, Q293 LMP1-TROYcd cells, NF-kB luciferase, uHTS | AID 1347056, 2019 | inhibition, % at 10 µM | Q293 LMP1-TROYcd NF-kB luciferase reporter, 4 h | 0.98% of 360,000 active;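 active = compounds whose plate-normalised and pattern-corrected inhibition of the luciferase reporter signal at the single screening dose is 50% or more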
NCOA2 inhibitor: inhibition of GAL4-SRC2 driven luciferase reporter, primary screen, SRC2 inhibitor project, cell-based, luminescence; Nuclear receptor coactivator 2 (Homo sapiens), Q15596; HEK293 GAL4-SRC2 luciferase reporter; inhibition, % at 9 µM; 0.17% of 370,000 active; AID 651957, 2012;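 active = inhibition above the mean inhibition of all tested compounds plus 3 SD, set per campaign, cut at about 52% in these data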;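 also: 0% = DMSO treated cells and 100% = cells given Gossypol at 36 µM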
LMP1 NFkB inh: EBV LMP1-driven NF-kappaB luciferase reporter inhibitors, primary screen, cell-based, luminescence, single point. AID 504558, 2011. inhibition, % at 12.5 µM. 0.69% of 350,000 active. LMP1-induced NF-kappaB luciferase reporter cells; in the data active = inhibition above about 41%;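 also: 0% = neutral control wells and 100% = reference inhibitor control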
TRAIL sens C8: viability loss with TRAIL in NB7+C8 cells, primary screen, TRAIL sensitizer project, cell-based, ATPlite luminescence. inhibition (viability loss, TRAIL sensitization), % at 10 µM. 1% of 360,000 active. AID 624354, 2012;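 active = compounds causing at least 50% loss of cell viability in the single-dose screen, relative to plate controls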
COUP-TFII inh: NR2F2 transcriptional activity inhibitors, primary screen, cell-based, luciferase reporter, HEK293T, luminescence; COUP transcription factor 2 (Homo sapiens), P24468; HEK293T NGFI-A luciferase reporter; inhibition, % at 8.6 µM; 0.7% of 370,000 active;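 active = inhibition above a per-plate cutoff, mean inhibition of test wells between control levels plus 3 SD, cut at about 38% in these data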;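 also: cells cotransfected with COUP-TFII expression vector driving the NGFI-A reporter; 0% = median of COUP-TF2 test wells and 100% = reporter-only cells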
NOD2 RIPK2 PPI: NOD2-RIPK2 binding disruptors in cells, primary screen, fluorescence, CHO cells, BLA complementation; AID 624267, 2012; CCF4 ratio; Receptor-interacting serine/threonine-protein kinase 2 (Homo sapiens), O43353; inhibition, % at 4.98 µM; 0.38% of 360,000 active; in the data active = inhibition above about 21%;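 also: 0% = vehicle only and 100% = reference blocker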
Target sequence (O43353 whole entry, looked up): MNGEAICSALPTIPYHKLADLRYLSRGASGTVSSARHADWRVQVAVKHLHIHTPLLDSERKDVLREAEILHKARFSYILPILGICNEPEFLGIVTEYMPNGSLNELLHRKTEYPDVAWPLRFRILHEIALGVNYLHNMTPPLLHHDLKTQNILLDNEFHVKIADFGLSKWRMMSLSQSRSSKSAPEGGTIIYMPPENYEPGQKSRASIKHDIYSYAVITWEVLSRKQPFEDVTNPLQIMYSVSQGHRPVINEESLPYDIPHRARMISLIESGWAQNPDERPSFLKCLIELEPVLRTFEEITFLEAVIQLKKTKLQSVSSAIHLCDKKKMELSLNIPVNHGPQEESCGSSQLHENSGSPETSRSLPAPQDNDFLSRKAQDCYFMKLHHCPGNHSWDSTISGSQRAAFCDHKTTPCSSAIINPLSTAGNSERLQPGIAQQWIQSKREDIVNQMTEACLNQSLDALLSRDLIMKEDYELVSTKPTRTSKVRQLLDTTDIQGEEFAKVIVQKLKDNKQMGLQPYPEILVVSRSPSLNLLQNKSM
SRC1 inh: SRC1 coactivator transcriptional activity inhibitors, primary screen, cell-based, luminescence. Nuclear receptor coactivator 1 (Homo sapiens), Q15788. HEK293 GAL4-SRC1 luciferase reporter. inhibition, % at 3.6 µM. 0.12% of 360,000 active. AID 588354, 2011;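 active = inhibition above the campaign mean plus 3 SD, with each screening campaign given its own cutoff, cut at about 60% in these data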;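 also: 0% = DMSO treated cells and 100% = gossypol at 36 µM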
TLR9-MyD88 block: inhibitors of TLR9-MyD88 association in cells, primary screen, cell-based, CHO, BLA complementation, fluorescence; 0.21% of 340,000 active; CCF4 FRET ratio; AID 504734, 2011; Toll-like receptor 9 (Homo sapiens) + Myeloid differentiation primary response protein …; inhibition, % at 4.98 µM;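 active = inhibition above the mean over all tested compounds plus 3 SD, cut at about 21% in these data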;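 also: 0% = DMSO only wells and 100% = clavulanate BLA inhibitor control wells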
NCOA3 inh: SRC3 coactivator transcriptional activity inhibitors, primary screen, cell-based, luminescence; Nuclear receptor coactivator 3 (Homo sapiens), Q9Y6Q9; HEK293 GAL4-SRC3 luciferase reporter; inhibition, % at 3.6 µM; 0.17% of 360,000 active;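 active = inhibition above a per-campaign cutoff, the mean of all compounds plus 3 SD, cut at about 60% in these data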;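 also: 0% = DMSO-treated cells and 100% = gossypol-treated cells at 36 µM; higher means less SRC3-driven luciferase light from the GAL4 reporter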
* = called active by the depositor; . = no result given. An excerpt; count on the stated rates, not on these rows.

SMILES	LRH-1 inv ag	Vif inh	TROY signal inh	NCOA2 inhibitor	LMP1 NFkB inh	TRAIL sens C8	COUP-TFII inh	NOD2 RIPK2 PPI	SRC1 inh	TLR9-MyD88 block	NCOA3 inh
O=C(COc1ccccc1F)Nc1cc(S(=O)(=O)Nc2cccc(Cl)c2)ccc1O	13	-8	42	16	-1	-10	19	10	-9	9	-8
CN(C)S(=O)(=O)c1ccc(N2CCCC2)c(C(=O)N2CCN(S(=O)(=O)c3ccc(F)cc3)CC2)c1	16	-7	18	4	5	-10	-14	-5	2	8	11
Cc1cc(NC(=O)CCC(=O)N(CC(=O)NC2CCCC2)Cc2ccc3c(c2)OCO3)no1	4	2	-20	-9	3	-7	0	-3	8	1	-2
COc1ccc(C(=O)Nc2ccccc2C(=O)Nc2cccnc2)cc1	10	-7	-49	-15	-9	53*	-39	6	-39	-3	-85
Cc1ccc([N+](=O)[O-])cc1S(=O)(=O)Nc1cccc(-c2ccc(N3CCOCC3)nn2)c1	-28	-2	-22	19	-15	37	-15	0	-25	-1	-2
O=C(Nc1cccn2ncnc12)c1ccc(Cl)cc1Cl	-4	-2	8	-17	-5	-6	-3	-3	15	-11	13
O=C(NCc1ccco1)c1ccc([N+](=O)[O-])o1	44	28	-9	7	-10	10	-1	2	9	0	14
Cc1ccnc(SC2CC(=O)N(c3ccc([N+](=O)[O-])cc3)C2=O)n1 (centres undefined)	-5	-8	6	7	0	3	-3	3	-7	0	-4
CC(/C=C/C=C/c1ccccc1)=N/NC(=O)C(O)c1ccccc1 (centres undefined)	-7	-1	-7	9	-2	-1	2	-1	-5	2	-15
CCOc1ccccc1OCC(=O)Nc1c(C)n(C)n(-c2ccccc2)c1=O	1	4	-24	7	-2	1	-12	3	-1	-13	-1
COc1ccc(NS(=O)(=O)c2cc(NC(=O)CCc3ccc(OC)c(OC)c3)ccc2N2CCOCC2)cc1	5	-13	5	19	1	3	-2	0	-11	0	8
Cc1cccc(-c2nc3ccccc3c(=O)n2NC(=O)c2cccs2)c1	25	1	0	-11	-4	-12	-6	2	3	1	14
NS(=O)(=O)c1ccccc1NC(=O)c1c(O)c2ccccc2[nH]c1=O	-90	-5	0	-62	-16	21	-14	-4	-117	4	-98
Cn1cc(/C=C2\SC(=S)N(N3CCOCC3)C2=O)c2ccccc21	11	2	-18	-11	-7	-9	-27	-17	16	-2	6
CCOc1cc(/C=C2\COc3ccccc3C2=O)cc(Br)c1OCC(=O)N(C)C	25	1	79*	57*	11	-13	38*	26*	35	4	42
COc1cc(OC)c(C(=O)N2CCN(c3ccccn3)CC2)cc1OC	-13	-1	12	-2	13	15	-9	-3	-1	-16	-20
Cc1nc(NC(=O)C23CCC(C)(C(=O)O2)C3(C)C)sc1C (centres undefined)	-6	3	3	-7	-7	-5	-14	-13	-12	-6	9
COc1ccc(N(CC(=O)NCCSCc2ccccc2C)S(=O)(=O)c2ccccc2)cc1	-7	-6	76*	14	0	-1	-15	-4	15	-1	4
O=C(c1ccc(C(F)(F)F)cc1)C1CCCN(C(=O)CN2CCCC2=O)C1 (centres undefined)	5	-1	-6	-7	-11	10	-7	-9	-22	4	-15
O=C(c1ccc(-n2cnnn2)cc1)N1CCOCC1	9	-26	14	0	5	0	-14	-8	3	-7	7

One compound at a time, as listed above. Screens in order: LRH-1 inv ag | Vif inh | TROY signal inh | NCOA2 inhibitor | LMP1 NFkB inh | TRAIL sens C8 | COUP-TFII inh | NOD2 RIPK2 PPI | SRC1 inh | TLR9-MyD88 block | NCOA3 inh
Cn1cc(/C=C2\SC(=S)N(N3CCOCC3)C2=O)c2ccccc21 across the screens: 11 | 2 | -18 | -11 | -7 | -9 | -27 | -17 | 16 | -2 | 6
O=C(c1ccc(C(F)(F)F)cc1)C1CCCN(C(=O)CN2CCCC2=O)C1 (centres undefined) across the screens: 5 | -1 | -6 | -7 | -11 | 10 | -7 | -9 | -22 | 4 | -15
Cc1nc(NC(=O)C23CCC(C)(C(=O)O2)C3(C)C)sc1C (centres undefined) across the screens: -6 | 3 | 3 | -7 | -7 | -5 | -14 | -13 | -12 | -6 | 9
CCOc1cc(/C=C2\COc3ccccc3C2=O)cc(Br)c1OCC(=O)N(C)C across the screens: 25 | 1 | 79* | 57* | 11 | -13 | 38* | 26* | 35 | 4 | 42
O=C(Nc1cccn2ncnc12)c1ccc(Cl)cc1Cl across the screens: -4 | -2 | 8 | -17 | -5 | -6 | -3 | -3 | 15 | -11 | 13

Going on with the list:
SMILES	LRH-1 inv ag	Vif inh	TROY signal inh	NCOA2 inhibitor	LMP1 NFkB inh	TRAIL sens C8	COUP-TFII inh	NOD2 RIPK2 PPI	SRC1 inh	TLR9-MyD88 block	NCOA3 inh
CC(=O)NC(Cc1ccccc1C)C(=O)NC1CCN(c2nnnn2-c2ccccc2)CC1 (centres undefined)	19	-3	0	16	-19	-2	6	0	-4	9	21
C/C(=N/NC(=O)CC(=O)N/N=C(\C)c1ccc([N+](=O)[O-])cc1)c1ccc([N+](=O)[O-])cc1	10	-2	-1	23	2	25	14	5	10	-6	15
O=C(CCCc1nc2ccccc2s1)NC(c1ccccc1)c1ccccc1	9	7	9	-2	-2	0	-3	-12	12	1	16
CC(=O)c1nc(N2C(=O)CC(Cc3ccc(C)cc3)C2=O)sc1C (centres undefined)	-9	3	20	27	-5	-1	7	-7	2	-7	3
Cc1ccc(S(=O)(=O)N2CCN(c3ccccc3)CC2)cc1C(N)=O	5	-5	8	-3	-5	7	2	-6	4	-1	11
CC(C)C1C(C#N)=C(N)Oc2n[nH]c(-c3cccs3)c21 (centres undefined)	2	1	18	-7	-1	10	9	-9	3	-10	4
Cc1ccn2c(-c3n[nH]c(=S)n3C)c(C)nc2c1	-16	4	4	6	-12	-13	3	-2	-16	-3	3
CC1(c2nnnn2-c2ccc3c(c2)OCCO3)CCC(=O)N1C1CCN(Cc2ccccc2)CC1 (centres undefined)	-17	.	50	17	.	7	1	-2	.	.	.
COc1ccccc1NC(=O)c1ccc2c(c1)nnn2C	-15	-2	-15	-8	-3	-4	-14	2	10	-5	7
OCCC1CN(Cc2ccsc2)CCN1C1CCCC1 (centres undefined)	-3	2	5	7	1	4	-16	4	-3	-9	0
COc1ccc(C(=O)NCCC2=CCCCC2)cc1OC1CCN(C(C)C)CC1	-53	5	-35	-29	-5	-5	-9	6	-98	-3	-28
CN(C)/C=C/C(=O)c1ccc(S(=O)c2ccccc2)cc1 (centres undefined)	-6	0	0	-3	-3	-6	4	1	-38	-16	10
S=C(Nc1ccc(Cl)cc1)c1nc2ccccc2s1	-45	-6	-45	-33	-16	30	-23	-14	-59	-3	-67
CN1C(=O)CC2(CC(=O)N(Cc3ccccc3)C2)C1=O (centres undefined)	3	.	3	9	-4	-4	-3	-2	-8	-1	9
CC(OC(=O)Cc1coc2ccc3ccccc3c12)C(=O)Nc1ncc(Cl)cc1Cl (centres undefined)	13	-2	18	-4	-6	-3	-15	3	-18	-2	-10
C[C@@H]1CN([C@@H](C)CO)S(=O)(=O)c2ccc(C#CC(C)(C)O)cc2O[C@H]1CN(C)C(=O)C1CCCCC1	4	.	8	11	5	8	15	0	-11	0	1
CCCCSC(=O)Nc1ccccc1	-2	.	-48	-32	-8	-1	-9	2	-49	2	-44
CCCCNC(=S)NNC(=O)c1cccnc1	-19	14	0	-11	-3	-10	7	9	-16	-3	-42
Cc1c(NC(=O)C2(c3ccccc3)CCOCC2)c(=O)n(-c2ccccc2)n1C	25	-22	-25	5	-2	-12	0	-1	8	-8	9
COc1cccc(-c2cnc(C(O)c3ccc(Cl)c(F)c3)[nH]2)c1 (centres undefined)	-13	-10	-22	-14	.	-18	1	-15	6	.	-8

Five of the entries above in order of the TLR9-MyD88 block value, lowest first.
compound,TLR9-MyD88 block
OCCC1CN(Cc2ccsc2)CCN1C1CCCC1 (centres undefined),-9
Cc1c(NC(=O)C2(c3ccccc3)CCOCC2)c(=O)n(-c2ccccc2)n1C,-8
CC(OC(=O)Cc1coc2ccc3ccccc3c12)C(=O)Nc1ncc(Cl)cc1Cl (centres undefined),-2
CN1C(=O)CC2(CC(=O)N(Cc3ccccc3)C2)C1=O (centres undefined),-1
CC(=O)NC(Cc1ccccc1C)C(=O)NC1CCN(c2nnnn2-c2ccccc2)CC1 (centres undefined),9

Further results follow.
SMILES	LRH-1 inv ag	Vif inh	TROY signal inh	NCOA2 inhibitor	LMP1 NFkB inh	TRAIL sens C8	COUP-TFII inh	NOD2 RIPK2 PPI	SRC1 inh	TLR9-MyD88 block	NCOA3 inh
CCCC(=O)Nc1ccc(NC(=O)CCc2ccccc2)cn1	-4	-5	4	-6	0	11	-9	6	-8	0	16
CC(C)(C)C(=O)[C@@H]1[C@@H]2C(=O)N(c3ccc4c(c3)OCCO4)C(=O)[C@@H]2C2c3ccccc3C=CN21 (some centres undefined)	-14	36	41	-4	-6	-19	5	1	0	-7	8
Cc1cc(C)n2nc(C(=O)OCC(=O)N(CCC#N)c3ccc(F)cc3)nc2n1	11	13	7	-14	1	5	-9	6	-55	1	-3
CCN(CCO)Cc1csc2ccccc12	-11	1	8	-4	0	0	-5	9	-14	-6	15
CCCCNC(=O)C(NC(=O)c1cccnc1)C(=O)c1ccccc1 (centres undefined)	-8	1	-9	11	.	-9	-10	-6	19	.	-10
CC(C)[C@H](NC(=O)OCc1ccccc1)C(=O)OCc1ccccc1	2	-3	-2	6	0	-6	13	-4	-10	-1	-12
O=C(CN1CCN(C(=O)C2CCN(C(=O)/C=C/c3ccccc3)CC2)CC1)Nc1ccc(F)cc1	1	8	-4	-18	5	4	22	-5	-9	-6	4
Cc1cc(=O)c2c(o1)C(=O)c1occc1C2=O	4	4	11	-16	-12	-6	3	-5	9	-8	-19
Cc1nn(Cc2ccccc2)c(N)c1C#N	6	-3	16	2	-13	6	-5	12	-1	-16	12
N#Cc1nnn2c1nc(N)c1c(Cl)cccc12	11	8	12	13	.	0	4	-12	-7	.	-1

Marked active in NCOA2 inhibitor, among the entries above:
| SMILES | LRH-1 inv ag | Vif inh | NCOA2 inhibitor | LMP1 NFkB inh | COUP-TFII inh | NOD2 RIPK2 PPI | SRC1 inh | TLR9-MyD88 block | NCOA3 inh |
| --- | --- | --- | --- | --- | --- | --- | --- | --- | --- |
| CCOc1cc(/C=C2\COc3ccccc3C2=O)cc(Br)c1OCC(=O)N(C)C | 25 | 1 | 57* | 11 | 38* | 26* | 35 | 4 | 42 |

Screens as filed in PubChem.
